# Screening data as filed in PubChem.
# LEDGF integ inh: blockers of LEDGF/p75-dependent integrase strand transfer – biochemical, TR-FRET, high throughput, primary screen | HIV-1 integrase (with human LEDGF/p75) | TR-FRET IN-LEDGF/p75 DNA integration, Eu/Cy5 | inhibition, % at 3.7 µM | 370,000 tested, 0.64% active;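 active = inhibition above the screen-wide mean plus 3 SD, cut at about 13% in these data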;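 note: signal is the Cy5 over europium emission ratio at 671 and 618 nm; 0% = plate median of compound wells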
# KLK7 zymogen act: proKLK7 zymogen activators, primary screen, biochemical, fluorescence intensity; Kallikrein-7 (Homo sapiens), P49862; purified proKLK7, EDANS-DABCYL substrate fluorescence; 100% is mature enzyme control, 0% vehicle; activation, % at 7 µM; 370,000 tested, 0.9% active;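 active = activation above the mean of all tested compounds plus 3 SD, computed per campaign excluding outliers beyond control limits, cut at about 13% in these data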
# DDE Tn6 FP inh: inhibitors of Tn6 peptide binding to fibrin DD(E), primary screen, biochemical, fluorescence polarization, human fibrin, Tn6 probe. inhibition, % at 8.3 µM. Fibrin DD(E) TRITC-Tn6 fluorescence polarization displacement. Fibrinogen beta chain (Homo sapiens), P02675. 370,000 tested, 0.21% active;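 active = inhibition above a per-campaign cutoff: mean of compounds within control limits plus 3 SD, cut at about 15% in these data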;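 note: 0% = median of all compound wells on the plate and 100% = blocking peptide control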
# Target sequence (P02675 whole entry, looked up): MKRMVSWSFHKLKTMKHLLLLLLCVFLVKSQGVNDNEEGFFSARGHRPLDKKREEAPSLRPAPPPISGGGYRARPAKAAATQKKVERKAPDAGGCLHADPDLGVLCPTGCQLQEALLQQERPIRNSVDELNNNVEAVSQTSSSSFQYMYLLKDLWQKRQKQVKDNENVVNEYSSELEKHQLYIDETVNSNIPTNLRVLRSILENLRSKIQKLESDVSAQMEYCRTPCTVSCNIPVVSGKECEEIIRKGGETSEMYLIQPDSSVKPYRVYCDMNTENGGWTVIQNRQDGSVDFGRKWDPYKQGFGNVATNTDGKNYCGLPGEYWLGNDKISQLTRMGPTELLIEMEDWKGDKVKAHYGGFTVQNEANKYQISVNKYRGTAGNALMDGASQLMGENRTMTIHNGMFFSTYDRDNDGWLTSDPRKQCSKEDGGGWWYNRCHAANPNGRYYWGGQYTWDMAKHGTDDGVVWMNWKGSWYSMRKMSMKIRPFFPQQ
# ASAP1 inh: inhibitors of human ASAP1 ArfGAP activity, primary screen, biochemical, fluorescence polarization; 360,000 tested, 0.19% active; Arf-GAP with SH3 domain, ANK repeat and PH domain-containing protein 1 (Homo sapiens), …; inhibition, % at 16.5 µM; ASAP1-stimulated ARF1 GTP hydrolysis, GDP FP detection; in the data active = inhibition above about 25%;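 note: 0% = vehicle with enzyme and substrate and 100% = no enzyme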
# DDE Tn7 FP inh: inhibitors of Tn7 peptide binding to fibrin DD(E), primary screen, biochemical, fluorescence polarization, human fibrin, Tn7 probe | FP displacement of FITC-Tn7 peptide from fibrin DD(E); 0% = median of compound wells per plate | AID 720508, 2013 | 370,000 tested, 0.13% active | inhibition, % at 8.3 µM | Fibrinogen beta chain (Homo sapiens), P02675;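 active = inhibition above the mean of compounds falling within the control limits plus 3 SD of them, cut at about 14% in these data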;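 note: 0% = plate median of compound wells and 100% = 10 µM Aha-Tn7 peptide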
#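 system = human fibrin DD(E) protein | quantity = DD(E) 2 µM final | medium = Tris/NaCl/CaCl2 buffer, pH 7.8 | also added = labelled Tn7 tracer, 0.1 µM | compound dosing = single point at 8.3 µM | timing = compound with protein 10 min, then 3 h after probe, room temperature | signal = FP measurement | benchmarks = Aha-Tn7 high control | repeats = one replicate per compound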
# ARFGAP1 inh: inhibitors of rat ARFGAP1 GAP activity, primary screen, biochemical, fluorescence polarization, GDP tracer | ADP-ribosylation factor GTPase-activating protein 1 (Rattus norvegicus), Q62848 | Arfgap1-stimulated ARF1 GTP hydrolysis, GDP FP detection | inhibition, % at 16.5 µM | 360,000 tested, 0.26% active | AID 651572, 2012;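 active = inhibition above a per-plate limit, mean inhibition of low control wells plus 3 SD, cut at about 25% in these data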;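 note: 0% = DMSO wells with enzyme and 100% = wells lacking Arfgap1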
# Target sequence (Q62848 1-136 limits assumed): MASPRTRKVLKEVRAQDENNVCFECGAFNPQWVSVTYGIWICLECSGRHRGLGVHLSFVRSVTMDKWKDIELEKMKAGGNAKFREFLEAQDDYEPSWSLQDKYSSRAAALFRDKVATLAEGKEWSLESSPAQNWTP
#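 Assay system: purified rat His6-Arfgap1 residues 1-136 (GAP domain); Reagent: human Δ17 ARF1 bound to GTP; Dosing: 16.5 µM single point, 1.26% DMSO; Times: GTP hydrolysis reaction 2 h at 25 °C; Signal: FP, GDP Alexa 633 tracer displaced from anti-GDP antibody, 620/688 nm; Measure: % inhibition from polarization.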
# TDP2 inh: human TDP2 enzyme inhibitors, primary screen, biochemical, epi absorbance, recombinant enzyme; Tyrosyl-DNA phosphodiesterase 2 (Homo sapiens), O95551; T5PNP hydrolysis, p-nitrophenol absorbance 415 nm; inhibition, % at 12.8 µM; 370,000 tested, 0.34% active; AID 720702, 2013;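 active = inhibition above the mean of all tested compounds plus 3 SD, set per campaign, cut at about 25% in these data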;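 note: 0% = DMSO with enzyme and 100% = buffer with substrate but no TDP2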
# Target sequence (O95551 whole entry, looked up): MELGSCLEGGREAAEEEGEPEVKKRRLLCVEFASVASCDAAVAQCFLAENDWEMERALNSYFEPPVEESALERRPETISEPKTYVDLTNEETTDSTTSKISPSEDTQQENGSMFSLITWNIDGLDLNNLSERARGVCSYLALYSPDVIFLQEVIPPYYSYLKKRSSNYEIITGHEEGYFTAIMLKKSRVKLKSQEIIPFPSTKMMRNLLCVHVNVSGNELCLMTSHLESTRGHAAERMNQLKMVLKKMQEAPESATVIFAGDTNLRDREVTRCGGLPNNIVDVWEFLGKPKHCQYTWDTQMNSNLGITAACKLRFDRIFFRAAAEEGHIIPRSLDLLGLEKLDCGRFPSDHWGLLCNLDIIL
#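 Material: recombinant human TDP2; quantity: TDP2 enzyme at 120 nM final; medium: Tris-HCl pH 7.5 with MgCl2; compound: single concentration, 12.8 µM nominal, with 1% DMSO; incubation: 2 h enzyme incubation at 37 °C; signal: epi absorbance; measure: percent inhibition; benchmarks: high control without enzyme, low control DMSO plus TDP2; repeats: singlicate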
# ADAM10 inh: human ADAM10 inhibitors, primary screen, biochemical, QFRET, HTS; inhibition, % at 7 µM; recombinant ADAM10, EDANS/DABCYL FRET peptide cleavage, 3 h; 370,000 tested, 0.62% active; Disintegrin and metalloproteinase domain-containing protein 10 (Homo sapiens), O14672;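 active = inhibition above a per-campaign cutoff equal to the mean of compounds falling between control-based bounds plus 3 SD, cut at about 20% in these data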;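 note: 0% = DMSO wells while the 100% control is not disclosed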
# ADAM17 inh: ADAM17 inhibitors, primary screen, biochemical, QFRET; 370,000 tested, 0.83% active; recombinant ADAM17, EDANS/DABCYL FRET peptide cleavage; Disintegrin and metalloproteinase domain-containing protein 17 (Homo sapiens), P78536; inhibition, % at 6.95 µM; AID 720648, 2013;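 active = inhibition above the mean of compounds lying between control limits plus 3 SD, set per campaign, cut at about 8.5% in these data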;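 note: 0% = DMSO-only wells as the low control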
# PLC-gamma1 inh: PLC-gamma1 enzyme inhibitors, primary screen, biochemical, fluorescence, purified enzyme; 1-phosphatidylinositol 4,5-bisphosphate phosphodiesterase gamma-1 (Homo sapiens), P19174; fluorogenic substrate; inhibition, % at 12.2 µM; 370,000 tested, 0.84% active; AID 720700, 2013; in the data active = inhibition above about 9.5%
# An asterisk follows results filed as active.
# Values run as follows: LEDGF integ inh, KLK7 zymogen act, DDE Tn6 FP inh, ASAP1 inh, DDE Tn7 FP inh, ARFGAP1 inh, TDP2 inh, ADAM10 inh, ADAM17 inh, PLC-gamma1 inh
> CCC(=O)N1CCc2cc(S(=O)(=O)CCC(=O)Nc3ccc(C)cn3)ccc21
    -1, -0.1, 14, -4, 6, 3, -3, -11, -3, 0
> CC[C@@H](C)[C@H](NC(=O)Cc1c(C)c2cc3c(C)c(C)oc3c(C)c2oc1=O)C(=O)O
    -3, 6.0, 10, 4, -4, -6, -1, -201, -51, -316
> CC(=O)Nc1ccc(C2=CC(=O)C[C@H](c3ccc4c(c3)OCO4)C2)cc1
    3, 0.5, -2, -4, 2, -11, -1, -10, 1, -4
> O=C(COC(=O)c1cc([N+](=O)[O-])ccc1N1CCOCC1)c1ccc(F)cc1
    -1, 0.2, 1, 12, -12, 8, -3, 3, 0, 1
> CCc1ccc([C@@H]2CC=C(C(=O)O)[C@H](c3ccccc3F)N2S(=O)(=O)c2ccc(C)cc2)cc1
    2, -0.5, 0, -9, 3, -18, 15, 3, -1, -2
> COc1ccc(CCCc2nc3ccccc3[nH]2)cc1
    5, -0.3, -1, 2, -4, 2, -10, 2, -2, 1
> CCC(C)N1CC(O)=C(c2nc3ccccc3[nH]2)C1=N (centres undefined)
    0, -0.3, 2, 7, 6, 6, 1, 3, 6, 1
> COc1ccc(NC(=O)CSc2ncn(-c3ccccc3)n2)cc1Cl
    3, 0.1, 2, 11, -7, 10, -8, 15, 5, 6
> O=C(Cn1cnc2c(cnn2-c2ccccc2)c1=O)OCc1ccccc1
    1, -0.8, 1, 3, 2, 6, 1, -3, -5, -2
> CC(C)Oc1ccc(F)cc1-c1cc(C(=O)NCc2ccc(C(F)(F)F)cc2)[nH]n1
    2, -0.5, 2, -5, -1, 9, 2, 3, -1, -2
> CCOC(=O)CC(/C(C)=N\O)c1ccccc1 (centres undefined)
    4, -0.9, -6, 4, 2, 10, -11, 3, -3, 7
> NS(=O)(=O)c1ccc(NC2=CC(c3ccc([N+](=O)[O-])cc3)N(c3ccc(S(N)(=O)=O)cc3)C2=O)cc1 (centres undefined)
    0, -0.2, -5, 10, -8, 1, 14, 4, -1, 0
> COc1cc(NC(=O)N2c3ccccc3Sc3ccccc32)c(C(=O)O)cc1OC
    4, -14, -4, 4, 6, -8, -5, -51, -24, -26
> CCOc1cc(CNc2ccccc2)cc(Br)c1OCc1ccc(F)cc1
    -3, 0.0, 1, 3, -1, -4, 3, 9, -2, 0
> COc1ccccc1CNC(=O)COC(=O)Cn1cnc2c1c(=O)n(C)c(=O)n2C
    3, -0.4, 7, -15, 1, 6, -12, -2, 2, 4
> Cc1cccc(NC(=S)N2CCCN(c3ncccc3[N+](=O)[O-])CC2)c1
    0, 0.3, 5, -1, -1, 6, 10, 1, 2, -2
> CSc1n[nH]c(=S)n1N
    1, 0.6, 7, 12, 0, -8, 16, -2, -2, 0
> O=C(Cn1c(=O)n(-c2cccc(Cl)c2)c(=O)n1CC(=O)N1CCCCC1)N1CCCCC1
    -6, 0.6, -2, 4, 2, -1, 1, 3, -4, -2
> CCN(CC)C(=O)CP(=O)(c1ccccc1)c1ccccc1
    -2, -0.5, -4, 8, 0, 3, 4, 3, -1, 3
> O=C(OCC(=O)N1CCCCC1)c1cc2ccccc2cc1O
    -3, 6.3, -3, 12, -6, 8, -10, -11, -3, -42
> CC(C)(C)OC(=O)C[C@@H]1C/C=C\C[C@H](CC(=O)N(CCO)Cc2ccccc2)C(=O)N[C@@H](Cc2ccccc2)COC1=O
    -3, 0.2, 1, -4, -3, 15, -12, 2, -1, 0
> Cc1nc(NC(=O)c2ccncc2)sc1C(=O)N(C)C
    0, -0.1, -5, 5, 6, 16, 2, 0, 1, 0
> COc1cc(C(=O)NC(C)c2ccc(-n3ccnc3)cc2)cc(OC)c1C (centres undefined)
    -4, 0.1, -4, 0, 1, 5, -3, -1, -3, -1
> O=[N+]([O-])c1cccc(-n2cccc2/C=N/Nc2nc(N3CCCCC3)nc(N3CCCCC3)n2)c1
    -1, 0.3, 0, 3, 6, 0, 5, 5, 1, -3
> Oc1ccc(-c2nc3ccccc3nc2-c2ccccc2)cc1
    1, 1.2, -6, 1, 1, 14, 4, 9, 0, -15
> O=C(O)Cn1c(-c2ccccc2)nc2ccccc21
    -6, 0.1, 3, -7, 5, -2, 14, -1, -3, -4
> CC(=O)N1N=C(c2cccs2)CC1c1cccc([N+](=O)[O-])c1 (centres undefined)
    -2, 0.1, 3, 2, 2, 12, 8, -4, 0, 0
> COc1ccccc1CN1CCNC(=O)C1CC(=O)NCCCN1CCCC1=O (centres undefined)
    4, 1.1, -2, 10, -2, 10, 10, -3, -5, -2
> O=c1[nH]c(-c2ccccc2)nc(-c2ccccc2)c1Cl
    1, -0.1, -4, 15, -2, 0, 8, 0, -3, 1
> Cc1ccc(C(=O)Nc2ccncc2)cc1S(=O)(=O)N1CCCCC1
    -2, -0.1, 1, -4, 3, 3, 11, -5, 1, 1
> CCN(CC)C(=O)CSc1nc2cc3c(cc2c(=O)n1CCCC(=O)NCc1ccc(OC)cc1)OCO3
    5, -0.2, -6, 11, -1, 10, 1, -1, 1, 2
> CCOc1cc(CNCCO)cc(Br)c1OCc1ccc(Cl)cc1
    -4, -0.2, -1, 7, -5, 12, -25, 14, 12*, 6
> COc1ccc(CN2CCNC(=O)C2CC(=O)NCCSc2nccn2C)c(OC)c1 (centres undefined)
    -1, 0.0, 3, 2, 0, 5, -12, -2, 1, 0
> Cc1nc2ccc(NC(=O)c3ccc4ccccc4n3)cc2s1
    2, 0.4, -6, 10, 2, 9, 4, -1, 0, 2
> Cc1nn(C(=O)/C(C#N)=C/N(C)C)c(C)c1C
    2, -0.2, 8, -6, 7, 0, 12, -1, -3, 0
> CCN(CC)C(=O)Cn1cnc2sc(C(=O)N3CCN(c4ccc(OC)cc4)CC3)c(C)c2c1=O
    2, 1.0, -2, 0, 0, 1, 14, -1, -3, 1
> Cc1ccc(C(=O)N2CCN(c3cccc(C)c3C)CC2)o1
    2, 0.1, 1, -12, 1, 7, 9, -3, -1, -3
> CCOC1=C/C(=C/c2c(N)n3nc(S(=O)(=O)CC)sc3nc2=O)C=CC1=O
    4, 0.3, 5, 16, 6, -6, 4, 2, 0, 0
> O=C(Nc1cccc(C(F)(F)F)c1)Oc1ccccc1N1CCOCC1
    -6, 0.3, -7, -1, -2, 7, 4, 2, -1, -1
> COc1cccc(Nc2nc(C)nc3c2oc2ccccc23)c1
    3, 2.0, 4, -9, 5, -8, -5, -24, -11, -81
> COc1ccc(OCC(=O)OCCN2C(=O)c3ccccc3C2=O)cc1
    1, 0.0, -6, 4, 1, -13, 12, -2, 0, 0
> COC(=O)c1ccc(NC(=O)CN(C)S(=O)(=O)c2ccc(OC)c(C)c2)cc1
    3, -0.4, -3, 14, -4, -4, -12, -6, -3, 9.6*
> CC(CNC(=O)CN1C(=O)NC2(CCOc3ccccc32)C1=O)c1ccccc1 (centres undefined)
    3, 0.7, -6, 13, 3, 0, 9, -3, 0, -1
> COc1nc(NCCO)nc(Nc2ccccc2F)n1
    0, -0.3, 10, -3, 1, -3, -7, 13, -3, -3
> COc1cc(/C=N/NC(=O)C(C)Nc2n[nH]c(=O)[nH]c2=O)ccc1O (centres undefined)
    -3, -3.5, -8, -12, 7, 4, 4, -10, -1, 0
> COc1ccc(C2=CC(c3ccc(Cl)cc3)n3cnnc3N2)cc1OC (centres undefined)
    -2, 0.9, 7, 0, 7, 0, -2, -5, -4, -143
> CCCCc1nnc(SCCSc2nnc(CCCC)n2N)n1N
    2, 0.1, -6, -2, -1, 7, -4, -6, -7, 4
> COc1ccc(S(=O)(=O)Nc2cccc3c2O[C@H](CN(C)Cc2ccncc2)[C@@H](C)CN([C@H](C)CO)C3=O)cc1
    1, 0.0, 8, 6, 1, -2, 10, 1, -1, 1
> CCOC(=O)n1c(=O)n(Cc2ccc(F)cc2)c2ccccc21
    9, 0.3, -2, -1, -6, -2, -2, -9, -1, 2
> O=S(=O)(Nn1cnnc1)c1ccc(F)cc1
    4, 0.3, 1, -9, 4, -11, -4, 2, 1, 4
> CC1=CC(C)(C)[N+](C)=CN1c1ccccc1
    1, -0.7, -6, 6, 0, 3, 5, -10, -1, 0
> CCn1c(=O)c(C(C)=O)nc2ccccc21
    -6, 2.0, 0, 3, 4, 3, 11, -10, -7, -89
> O=C(Nc1ccccc1OC(F)F)c1ccc(-n2cncn2)c([N+](=O)[O-])c1
    1, 0.2, -1, -3, -7, 10, 9, 3, 0, 1
> CCOC(=O)c1c(C)c2c(=O)[nH]cnc2n1-c1ccccc1
    -6, -0.7, 8, -4, 8, -2, -10, 10, -4, 0
> Cc1ccc(/C=C/C(=O)Nc2ccncc2)o1
    -4, 0.3, 4, 12, 0, 7, 7, -50, -18, -18
> O=C(Nc1ccc(F)c(F)c1)c1ccc(F)c(S(=O)(=O)N2CCC3(CC2)OCCO3)c1
    2, 0.1, 3, -2, 5, 7, 7, 0, 1, 2
> CC1(C)CC2CC(C)(CN2CC(O)c2ccccc2)C1 (centres undefined)
    2, -0.4, 4, -6, 6, -16, 7, -8, -2, 1
> CCCCCCN1C[C@H](O)[C@@H](n2cc(COC(=O)c3ccccc3)nn2)C[C@@H]1c1ccc(Cl)cc1
    -4, 0.7, 6, -3, -2, 4, -1, -11, -4, -1
> S=c1[nH]nc(Cc2cccc3ccccc23)n1-c1ccccc1
    -3, -0.3, -4, 17, -1, -1, -2, 3, -1, 1
